Growth percent in the NCI-60 one-dose screen (48 h, 10 µM unless noted): 100 = growth as untreated, 0 = no growth, -100 = all killed.
MALME-3M: MALME-3M melanoma; 78,000 tested, 5.8% active
LOX IMVI: LOX IMVI melanoma | 79,000 tested, 7.4% active | AID 1794757
SK-MEL-2: SK-MEL-2 melanoma | 77,000 tested, 4.7% active | AID 1794763
UACC-62: UACC-62 melanoma | 81,000 tested, 5.4% active
UACC-257: UACC-257 melanoma; 78,000 tested, 4.4% active
MDA-MB-435: MDA-MB-435 melanoma; 82,000 tested, 7.8% active; AID 1794794
SK-MEL-28: SK-MEL-28 melanoma; 81,000 tested, 4.1% active; AID 1794761
SK-MEL-5: SK-MEL-5 melanoma; 80,000 tested, 6.4% active; AID 1794755
* marks the source's active call; other numbers are inactive results; / = no result given; [ ] = dose if it differs, or a comment. How the source made its calls: active means growth percent below 10; inactive means the rest.

Every second line gives: MALME-3M | LOX IMVI | SK-MEL-2 | UACC-62 | UACC-257 | MDA-MB-435 | SK-MEL-28 | SK-MEL-5
CC(=O)C1CC1
  / | 95 | 89 | 113 | 101 | 112 | 115 | 103
Cc1ccc2c(c1)ncn2-c1ncnc2c1CC(C)c1ccccc1N2C (configuration not stated)
  49 | 21 | 33 | 21 | / | 12 | 44 | -49*
N#Cc1c(-c2ccc(Cl)cc2)c(C#N)c2c(C#N)c(N)nn2c1N
  106 | 77 | 93 | 73 | 89 | 95 | 99 | 88
c1cc[c]([Bi]([c]2ccccc2)[c]2ccccc2)cc1
  94 | 99 | 116 | 95 | 106 | 90 | 102 | 98
O=C(O)c1ccc(N/N=C\c2cc(=O)[nH]c(=O)[nH]2)cc1
  112 | 96 | 126 | 103 | 95 | 104 | 107 | 113
COc1ccc(C(=O)c2cc(F)c(F)c(OC)c2F)cc1OC(=O)CCl
  57 | 35 | 26 | 32 | 72 | -28* | 58 | 29
C=Cn1c2ccccc2c2ccccc21
  98 | 100 | 105 | 96 | 91 | 105 | 106 | 100
COc1cc(CNC(=O)C[C@H](C)CCC=C(C)C)ccc1OCc1cn(-c2ccc([N+](=O)[O-])cc2)nn1
  76 | 63 | 65 | 54 | 69 | 88 | 88 | 36
CSC(=S)O[C@@H]1CC(C)(C)CC2C3=CCC4[C@@]5(C)CCC(=O)C(C)(C)C5CC[C@@]4(C)[C@]3(C)CC[C@]21C(=O)O (some centres not stated)
  101 | 87 | 89 | 60 | 97 | 85 | 83 | 59
CCCCCc1c(C)[nH]c(/C=C2\N=C(c3ccc[nH]3)C=C2Oc2ccccc2)c1C
  -45*[100 µM] | -90*[100 µM] | -63*[100 µM] | -92*[100 µM] | -67*[100 µM] | -34*[100 µM] | -95*[100 µM] | -61*[100 µM]
COC(=O)[C@]1(C)CCC[C@]2(C)[C@H]3C[C@H]4C(C(C)C)=C[C@]3(CC[C@H]21)[C@@H]1C(=O)N(OCCC#N)C(=O)[C@@H]14
  83 | 60 | 112 | 80 | 124 | 94 | 103 | 94
Nc1nc(-c2cccc([N+](=O)[O-])c2)c(N=Nc2ccc(Cl)cc2[N+](=O)[O-])s1
  117 | 92 | / | 73 | 106 | 100 | 108 | 90
CCCCCCCCCCCc1ccn(CO)n1
  113 | 101 | 106 | 99 | 95 | 106 | 112 | 104
C=CC(C)n1ccnc1 (configuration not stated)
  103 | 97 | / | 111 | 111 | 108 | 106 | 100
CNC(=O)c1cc(-n2ccc3cc(NC(=S)Nc4ccc(Cl)c(C(F)(F)F)c4)ccc32)ccn1
  70 | 71 | 108 | 46 | 48 | 67 | 72 | 34

2 entries from above in another layout.
Cc1ccc2c(c1)ncn2-c1ncnc2c1CC(C)c1ccccc1N2C (configuration not stated)
  MALME-3M: 49; LOX IMVI: 21; SK-MEL-2: 33; UACC-62: 21; UACC-257: /; MDA-MB-435: 12; SK-MEL-28: 44; SK-MEL-5: -49*

N#Cc1c(-c2ccc(Cl)cc2)c(C#N)c2c(C#N)c(N)nn2c1N
  MALME-3M: 106; LOX IMVI: 77; SK-MEL-2: 93; UACC-62: 73; UACC-257: 89; MDA-MB-435: 95; SK-MEL-28: 99; SK-MEL-5: 88

Additional structures follow.
Every second line gives: MALME-3M | LOX IMVI | SK-MEL-2 | UACC-62 | UACC-257 | MDA-MB-435 | SK-MEL-28 | SK-MEL-5
Cc1cc(N2CCOCC2)nc(N2CCOCC2)n1
  107 | 104 | 91 | 99 | 105 | 96 | 113 | 102
O=C(CBr)OC1CCCCC1C1CCCCC1 (configuration not stated)
  103 | 96 | 110 | 105 | / | 99 | 104 | 96
Cn1cnc2c(ncn2C2OC(CO)C(O)C2O)c1=S (configuration not stated)
  / | 102 | 99 | 106 | 93 | 112 | 104 | 117
N#Cc1c(Nc2ccccc2)n[nH]c1-c1ccc(Cl)cc1
  83 | 78 | 77 | 80 | 82 | 31 | 89 | 80
OCCN(CCO)C(c1ccccc1)c1ccccc1
  95 | 96 | 92 | 79 | 96 | 102 | 109 | 102
CCOC(=O)/C(C#N)=C/c1ccc(Br)cc1
  113 | 104 | 103 | 105 | 114 | 111 | 114 | 107
COc1ccc(NC(=O)CSc2oc(-c3ccccc3)nc2S(=O)(=O)c2ccc(Cl)cc2)c(OC)c1
  58 | 76 | 66 | 41 | 41 | 87 | 67 | 66
N#Cc1c(-c2cccc([N+](=O)[O-])c2)nc(SCC(=O)c2ccc(Cl)cc2)[nH]c1=O
  100 | 96 | 110 | 94 | 105 | 100 | 107 | 106
Nc1cc(SCc2ccc(Cl)cc2Cl)ncn1
  115 | 91 | 95 | 93 | 111 | 103 | 109 | 103
NC(=O)C1CCCN(Cc2c[nH]c3ccccc23)C1 (configuration not stated)
  100 | 90 | 86 | 104 | 96 | 108 | 110 | 100
O=C(c1cccc(C(F)(F)F)c1)c1cnccc1NC1CCCCCC1
  77 | 81 | 101 | 69 | 73 | 78 | 87 | 62
c1ccc2c(c1)CCc1ccccc1C2
  91 | 101 | 113 | 109 | 106 | 113 | 109 | 109
COc1ccc(Cn2c(C)nc3c([N+](=O)[O-])cccc32)cc1
  100 | 79 | 80 | 88 | 73 | 86 | 100 | 47
CC1(C)CNC(C(=O)O)C1 (configuration not stated)
  106 | 98 | 98 | 96 | 100 | 118 | 98 | 112
CN1C(=O)N(C)C2SC(N/N=C/c3ccccc3F)=NC21 (configuration not stated)
  59 | 50 | 56 | 27 | 83 | -17* | 69 | 58

The list goes on.
Every second line gives: MALME-3M | LOX IMVI | SK-MEL-2 | UACC-62 | UACC-257 | MDA-MB-435 | SK-MEL-28 | SK-MEL-5
COc1cc(-c2nc(SCCC(C)C)nc(Nc3ccc(F)cc3)c2C#N)cc(OC)c1OC
  94 | 79 | 101 | 80 | 103 | 79 | 104 | 98
CCOC(=O)[C@]1(Br)CC[C@@]1(Br)C(=O)OCC
  75 | 83 | 92 | 78 | 81 | 95 | 110 | 103
O=C1/C(=C\c2ccccc2O)Sc2ccc(Cl)cc21
  96 | 90 | 99 | 88 | 101 | 105 | 115 | 95
CCOC1CCCC(n2cnc3c(Cl)ncnc32)O1 (configuration not stated)
  95 | 100 | 96 | 98 | 108 | 112 | 108 | 104
CNC(=O)Nc1ccc(-c2nc(N3CCOCC3)nc3c2cnn3C2CCOCC2)cc1
  -38* | 4.6* | -24* | -40* | -25* | -27* | -14* | -48*
CCCCc1ccc(NC(=O)CSc2nnc(-c3ccccc3F)n2N)cc1
  103 | 92 | 75 | 90 | / | 95 | 120 | 91
COC(=O)C1=C(C)OC2OCCC12 (configuration not stated)
  103 | 104 | 115 | 92 | 102 | 104 | 113 | 90
NC(=Nc1ccccc1)SCCCCSC(N)=Nc1ccccc1
  102 | / | 99 | 67 | 101 | 89 | 97 | 94
COc1ccccc1NCCCOc1cc(O)c2c(=O)cc(-c3ccccc3)oc2c1
  120 | 89 | 106 | 100 | 100 | 106 | 120 | 93
C=C(C)COP(=O)(OCC(=C)C)OCC(=C)C
  105 | 89 | 99 | 99 | 100 | 110 | 109 | 103
CN(C)CCCN1c2ccccc2CCc2ccccc21
  151 | 106 | 105 | 94 | 103 | 102 | 102 | 75
Cc1c(C)c(CC#N)c(C)c(C)c1CC#N
  96 | 100 | 89 | 111 | / | 96 | 101 | 102
COC(=O)/C=C1\SC(=Nc2cccc(OC)c2)N(CCc2c[nH]c3ccccc23)C1=O
  80 | 49 | 61 | 44 | 62 | 62 | 90 | 77
COc1cccc(/C=N/NC(=O)CSc2nc3ccccc3c(=O)n2CCc2ccc(S(N)(=O)=O)cc2)c1
  97 | 82 | 93 | 74 | 98 | 93 | 107 | 72
COc1cc2ncnc(Sc3nnc(NC(=O)c4ccc(C)cc4)s3)c2cc1OC
  76 | 91 | 93 | 80 | / | 91 | 94 | 101

By substructure: those above with an NH in an aromatic ring (six)
Every second line gives: MALME-3M | LOX IMVI | SK-MEL-2 | UACC-62 | UACC-257 | MDA-MB-435 | SK-MEL-28 | SK-MEL-5
O=C(O)c1ccc(N/N=C\c2cc(=O)[nH]c(=O)[nH]2)cc1
  112 | 96 | 126 | 103 | 95 | 104 | 107 | 113
CCCCCc1c(C)[nH]c(/C=C2\N=C(c3ccc[nH]3)C=C2Oc2ccccc2)c1C
  -45*[100 µM] | -90*[100 µM] | -63*[100 µM] | -92*[100 µM] | -67*[100 µM] | -34*[100 µM] | -95*[100 µM] | -61*[100 µM]
N#Cc1c(Nc2ccccc2)n[nH]c1-c1ccc(Cl)cc1
  83 | 78 | 77 | 80 | 82 | 31 | 89 | 80
N#Cc1c(-c2cccc([N+](=O)[O-])c2)nc(SCC(=O)c2ccc(Cl)cc2)[nH]c1=O
  100 | 96 | 110 | 94 | 105 | 100 | 107 | 106
NC(=O)C1CCCN(Cc2c[nH]c3ccccc23)C1 (configuration not stated)
  100 | 90 | 86 | 104 | 96 | 108 | 110 | 100
COC(=O)/C=C1\SC(=Nc2cccc(OC)c2)N(CCc2c[nH]c3ccccc23)C1=O
  80 | 49 | 61 | 44 | 62 | 62 | 90 | 77

The list continues.
Every second line gives: MALME-3M | LOX IMVI | SK-MEL-2 | UACC-62 | UACC-257 | MDA-MB-435 | SK-MEL-28 | SK-MEL-5
CC/C(=C(/c1ccc(Cl)cc1)c1ccc(OCCN2CCCC2)cc1)c1ccccc1
  69 | 32 | 88 | 79 | 74 | 60 | 77 | 22
CC(C)CN1CC(C)C(=O)N(c2ccccc2)C1=S (configuration not stated)
  97 | 103 | 96 | 104 | 101 | 104 | 109 | 99
Cc1c2oc3c(C)ccc(C(=O)N[C@@H]4C(=O)N[C@H](C(C)C)C(=O)N5CCC[C@H]5C(=O)N(C)CC(=O)N(C)[C@@H](C(C)C)C(=O)O[C@H]4C)c3nc-2c(C(=O)N[C@@H]2C(=O)N[C@H](C(C)C)C(=O)N3CCC[C@H]3C(=O)N(C)CC(=O)N(C)[C@@H](C(C)C)C(=O)O[C@H]2C)c(N)c1=O
  -61* | 10.0* | -53* | -74* | -30* | -94* | / | -95*
O=c1c2cccnc2n(-c2ccc(Cl)cc2)c(=O)n1-c1nc2ccc(F)cc2s1
  110 | 96 | 114 | 93 | 90 | 100 | 125 | 104
CCOC(CNCc1ccccn1)OCC
  86 | 88 | 99 | 107 | 105 | 104 | 108 | 99
Cn1cnc(I)c1Cc1ccc(OCc2ccccc2)cc1
  69 | 70 | 117 | 51 | 93 | 83 | 92 | 39
COc1cc2c(cc1O)[C@@H]1[C@H](c3ccccc3Cl)OC(=O)N1CC2
  107 | 101 | 105 | 91 | 87 | 105 | 122 | 97
Cc1ccccc1-c1cc(-c2cccs2)c(C#N)c(=O)[nH]1
  117 | 96 | 106 | 88 | 112 | 113 | / | 99
O=C(CSc1nnc(-c2ccc(-c3nc4ccccc4[nH]3)cc2)o1)Nc1ccc(Cl)cc1
  29 | -92* | 71 | 24 | 49 | 18 | -85* | 34
COc1ccc(C(=O)n2c(C)ccc2C)cc1
  88 | 87 | 98 | 106 | 120 | 105 | 110 | 105
N#Cc1c(-c2ccc(Cl)cc2)[nH]c(=S)[nH]c1=O
  105 | 102 | 109 | 101 | 98 | 107 | 114 | 104
C#C[C@]1(OC(C)=O)CCC2C3CCC4=CC(=O)CC[C@@H]4C3CC[C@@]21C (some centres not stated)
  97 | 92 | 112 | 87 | 99 | 99 | 115 | 95
Cc1ccc(-n2nnnc2N)c(C)c1
  119 | 94 | 114 | 96 | 108 | 102 | 112 | 115
O=[N+]([O-])c1ccc(N/N=C/c2c(O)ccc3ccccc23)nc1
  / | 21 | / | 42 | 29 | 59 | 65 | 40
N#CCN(CC#N)CCN(CC#N)CC#N
  104 | 100 | 105 | 104 | 104 | / | 115 | 101

Going on with the list.
Every second line gives: MALME-3M | LOX IMVI | SK-MEL-2 | UACC-62 | UACC-257 | MDA-MB-435 | SK-MEL-28 | SK-MEL-5
COc1ccc(C(C)O)cc1 (configuration not stated)
  85 | 105 | / | 102 | 97 | 107 | 109 | 97
COc1ccc2[nH]c(=O)c(CSc3nccc(-c4ccc5ccccc5c4)n3)cc2c1
  108 | 98 | 81 | 68 | 115 | 90 | 100 | 55
CC(=O)n1nc(-c2ccccc2)cc1-c1ccccn1
  114 | 97 | 135 | 104 | 109 | 95 | 114 | /
[2H]c1c([2H])c(-n2cc3cccc(C(N)=O)c3n2)c([2H])c([2H])c1C1C([2H])NC([2H])C([2H])C1[2H] (configuration not stated)
  82 | 76 | 110 | 82 | 101 | 99 | 102 | 94
FC(F)(F)c1ccc(Nc2ccc(C(F)(F)F)cc2)cc1
  102 | 112 | 98 | 95 | 86 | 99 | 95 | 104
COc1cc(-c2nn3c(-c4ccsc4)nnc3s2)cc2c1OCCO2
  115 | 90 | 101 | 92 | 94 | 93 | 103 | 83
COc1ccc(CC(=O)OCCBr)cc1
  121 | 103 | 121 | 106 | / | 106 | 112 | 106
COc1ccc(C2C3=C(COC3=O)N(CCO)c3cc(OC)c(OC)cc32)cc1OC (configuration not stated)
  / | 97 | / | 95 | 106 | 112 | 111 | 106
Cc1ccc(NCC(=O)Cn2cc(COc3ccc(C=Nc4cnc5ccccc5c4)cc3)nn2)cc1C
  105 | / | 132 | 106 | 103 | 116 | 115 | 101
Cc1[nH]c2ccccc2c1C=O
  109 | 105 | 102 | 101 | 111 | 105 | 106 | 102
CCCn1cnc2c(c1=N)C(c1ccc(Cl)cc1)c1sc3c(C)cccc3c1O2 (configuration not stated)
  60 | 20 | 33 | 5.0* | 86 | -40* | 61 | 29
C[C@H]1[C@H](C)CC[C@]2(CO)CC[C@]3(C)C(=CC[C@@H]4[C@@]5(C)Cc6c([nH]c7ccccc67)C(C)(C)[C@@H]5CC[C@]43C)[C@H]12
  47 | 79 | 85 | 81 | 108 | 90 | 80 | 98
O=C(Nc1ccc(F)cc1F)c1cc(I)ccc1O
  -18* | 13 | -16* | 9.9* | -9.1* | 5.4* | 24 | /
C/C=C(/C)C(=O)OC1C=C(CO)C(=O)C(OC(=O)C2(C)OC2C)C1C(C)C (configuration not stated)
  -77* | -84* | -50* | -74* | -9.6* | -32* | -49* | -93*
CC(=O)Nc1nc(C)c(CCC2OCCO2)c(Cl)n1
  102 | 97 | 106 | 95 | 111 | 100 | 105 | 103

Screens as filed in PubChem.
